Bioassay records: PubChem, National Center for Advancing Translational Sciences (NCATS)
N370S GC mod – qHTS Assay for Inhibitors and Activators of N370S glucocerebrosidase as a Potential Chaperone Treatment of Gaucher Disease | hit rate 0.092% among 330,000 | Potency, µM (series often up to 59.4 µM), for inactives: at the top dose activity change, negative = inhibition, actives largely listed as inhibitors | N370S GC spleen homogenate, 4MU-glucoside fluorescence | Lysosomal acid glucosylceramidase (Homo sapiens), P04062;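 also: 0% = full enzyme activity and -100% = no enzyme basal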
FEN1 inhibitor – qHTS Assay for the Inhibitors of Human Flap endonuclease 1 (FEN1); P39748; Recombinant FEN1 flap cleavage, fluorescence, 15 min; hit rate 0.35% among 390,000; Potency, µM (doses to about 114 µM), for the others: top-dose activity change, negative = inhibition, actives largely listed as inhibitors; also: nearly all actives have a fitted effect of over 65% in size
Target sequence (P39748 whole entry, looked up): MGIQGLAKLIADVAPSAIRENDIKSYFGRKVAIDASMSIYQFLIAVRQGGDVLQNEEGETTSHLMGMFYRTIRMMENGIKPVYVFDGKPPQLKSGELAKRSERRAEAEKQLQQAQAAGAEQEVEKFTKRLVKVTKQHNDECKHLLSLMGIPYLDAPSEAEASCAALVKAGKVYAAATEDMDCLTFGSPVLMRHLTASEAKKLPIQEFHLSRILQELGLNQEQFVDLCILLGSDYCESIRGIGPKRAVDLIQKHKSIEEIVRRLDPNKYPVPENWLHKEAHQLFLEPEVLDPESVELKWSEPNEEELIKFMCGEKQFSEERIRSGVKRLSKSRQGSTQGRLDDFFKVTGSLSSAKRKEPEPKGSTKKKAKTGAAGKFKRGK
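Quantitative HTS format: each compound was titrated, incubated with 10 nM nuclease for 15 min at room temperature, then challenged with flap substrate at 50 nM final. Signal change over 15 min gave concentration–effect curves.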
TDP1 cell CPT – qHTS for Inhibitors of human tyrosyl-DNA phosphodiesterase 1 (TDP1): qHTS in cells in presence of CPT; chicken DT40 Tdp1-/-;hTDP1 cells + 20 nM CPT, ATP luminescence, 48 h; Potency, µM (series often up to 46.2 µM), without a hit: at the top dose activity change, negative = growth inhibition, most hits filed as inhibitors; hit rate 12% among 420,000; AID 686979, 2013; also: nearly all actives have a fitted effect of over 55% in size
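Cell growth measured by CellTiter-Glo luminescence after a minimum 48 h, 37 C compound exposure with 20 nM CPT in Tdp1-knockout DT40 cells stably expressing hTDP1, seeded 400/well; qHTS titration format.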
Starred values were filed as active, the others as inactive; u = inconclusive; x = not tested or not shown; & = joins results of further samples; [ ] = another dose, or the depositor's remark. Calls follow the shape of the dose curve; as a rule, active = well fitted curve in the direction sought with a large enough effect; inconclusive = small, poorly fitted or top-dose-only effect, or another doubt; inactive = no such curve, though single readings can be large; an effect the other way counts as inactive or inconclusive. Unless noted, % is scaled to controls: 0 for no effect and ±100 for the full control effect; potency is read from the fitted curve at half-maximal effect.

Every second line gives: TDP1 cell CPT	N370S GC mod	FEN1 inhibitor
- CCCc1ccc(NS(=O)(=O)c2c(C)oc(C)c2C(=O)OC)cc1
 : u	24%	1%
- CN1/C(=C/C2CC(=O)NC2=O)C(C)(C)c2ccccc21 (configuration not stated)
 : -5%	1%	-5%
- CCS(=O)(=O)N1CCN(c2ccc(C(=O)N3CCOCC3)cc2[N+](=O)[O-])CC1
 : 1%	11%	18%
- COc1ccc(Br)cc1/C=N/n1c(COc2ccccc2)n[nH]c1=S
 : 10%	-2%	-4%
- COc1ccccc1NC(=O)CCNS(=O)(=O)c1ccc2c(c1)CCN2C(=O)C1CC1
 : u	x	15%
- CCC(c1c(C)[nH]oc1=O)c1c(C)[nH]oc1=O
 : -3%	8%	1%
- CCC(Sc1ccc2nnc(-c3ccc(OC)c(OC)c3)n2n1)C(=O)O (configuration not stated)
 : -2%	8%	-13%
- CC1(C)Cc2c(cnn2-c2ccc(F)cc2)C(NC(=O)CCn2cncn2)C1 (configuration not stated)
 : 2%	-8%	6%
- O=C(CNC(=O)c1ccc(Br)cc1)NCc1cccnc1
 : 17%	1%	-4%
- COc1ccccc1CNCC(O)Cn1c2ccccc2c2ccccc21 (configuration not stated)
 : u	9%	u
- COc1ccccc1N1CCN(c2ncnc3onc(-c4cccc(Cl)c4)c23)CC1
 : 7%	x	-9%
- COc1ccc(OC)c(S(=O)(=O)Nc2ccccc2F)c1
 : -1%	2%	-15%
- CCOc1ccc(-n2c(=O)c3c(C)c(C)sc3n(CC(=O)c3ccccc3)c2=O)cc1
 : 13µM*	x	4%
- Cc1cccc(C)c1NC(=O)CNC(=O)C(NC(=O)c1ccc(C(C)(C)C)cc1)C(C)C (configuration not stated)
 : u	-2%	8%
- CC(C)(C)c1cc(P(=O)(c2ccccc2)c2ccccc2)ccc1O
 : -14%	30%	2%
- Cn1cc(CCC(=O)N2CCCC(N3CCN(c4ccccc4F)CC3)C2)cn1 (configuration not stated)
 : -10%	1%	1%
- Cc1oc(-c2ccccc2F)nc1Cn1c(SCc2ccccc2F)nc2ccncc21
 : u	x	-19%
- CC(=O)c1cccc(NC(=O)C23CC4CC(C2)CC(n2cncn2)(C4)C3)c1
 : 7%	2%	6%
- CN(C)S(=O)(=O)c1ccc(C(=O)Nc2nnc(-c3ccco3)o2)cc1
 : 21µM*	7%	0%
- CCc1cc(=O)oc2cc(OCC(=O)NCC3CCC(C(=O)O)CC3)ccc12 (configuration not stated)
 : 7%	2%	18%
- CCOC(=O)COc1ccc2c(c1)C(=O)CC1(CCCCC1)O2
 : 3%	15%	-8%
- COc1cccc(-c2nc(CS(=O)(=O)CC(=O)NCCCN3CCN(C)CC3)c(C)o2)c1
 : -8%&-8%	5%	21%&17%
- COC(=O)CSc1nc(-c2cccs2)ccc1C#N
 : 10%	5%	-6%
- Cc1cccc(NS(=O)(=O)c2cccc(C(=O)N3CCN(C/C=C/c4ccccc4)CC3)c2)c1
 : u	x	5%
- Cc1nnc(SCc2ccc(F)cc2)n1NC/C=C/c1ccccc1
 : u	6%	-18%
- Cc1ccc(CNC(=O)CCc2c(C)nc3c(c(C)nn3-c3ccccc3)c2C)cc1
 : -28%	x	16%
- CCCC(=O)Nc1ccc(C(=O)NCC(=O)OCC)cc1
 : -12%	-9%	-2%
- Oc1ccccc1N1CCN(CC(O)COC2CCCc3ccccc32)CC1 (configuration not stated)
 : u	-11%	12%
- COC(=O)c1cc2ccccc2n1S(=O)(=O)c1ccccc1
 : 10%	10%	-6%
- COc1cccc(C(C(=O)NC2CCCC2)N(CCC(C)C)C(=O)CCC(=O)Nc2cc(C)on2)c1 (configuration not stated)
 : u	2%	-7%

Next part (five carried over from the part before).
Every second line gives: TDP1 cell CPT	N370S GC mod	FEN1 inhibitor
- Cc1ccc(CNC(=O)CCc2c(C)nc3c(c(C)nn3-c3ccccc3)c2C)cc1
 : -28%	x	16%
- CCCC(=O)Nc1ccc(C(=O)NCC(=O)OCC)cc1
 : -12%	-9%	-2%
- Oc1ccccc1N1CCN(CC(O)COC2CCCc3ccccc32)CC1 (configuration not stated)
 : u	-11%	12%
- COC(=O)c1cc2ccccc2n1S(=O)(=O)c1ccccc1
 : 10%	10%	-6%
- COc1cccc(C(C(=O)NC2CCCC2)N(CCC(C)C)C(=O)CCC(=O)Nc2cc(C)on2)c1 (configuration not stated)
 : u	2%	-7%
- COc1ccc(C2NC(=O)NC(C)=C2C(=O)OC2CCCCC2)cc1OC (configuration not stated)
 : 10%	-7%	-12%
- Cc1cc(-c2cccnc2)c(C#N)c(SCc2cccc(F)c2)n1
 : -25%	8%	9%
- COc1ccc2nc(SCC(=O)Nc3nonc3C)[nH]c2c1
 : 8%	-17%	4%
- COc1ccc(-n2c(C)n[nH]c2=O)cc1
 : -16%	-5%	-10%
- CC1(C)[C@@H](O)CC[C@]2(C)C3C(O)C=C4[C@H]5C[C@@](C)(CO)CC[C@]5(C)CC[C@]4(C)[C@]3(C)CC[C@@H]12 (some centres not stated)
 : -22%	-4%	-1%
- COc1ccc(S(=O)(=O)N2CCSC2c2ccccc2)cc1 (configuration not stated)
 : u	6%	-22%
- Cc1ccc(OCCC(=O)OCC(=O)Nc2ccccc2)cc1
 : u	0%	1%
- Cc1cccc(CNc2ncc(-c3cccc([N+](=O)[O-])c3)n2C)c1
 : u	-4%	7%
- COC(=O)c1cc(NC(=O)CN2CCN(C(C)=O)CC2)cc(C(=O)OC)c1
 : 9%	0%	-7%
- CN1CCN(c2nc3c(c(=O)n(C)c(=O)n3C)n2Cc2cccc(Br)c2)CC1
 : -23%	4%	13%
- Cc1nc2c(-c3ccc(F)cc3)c(C)nn2c(C)c1CCC(=O)NCc1ccc(Cl)cc1
 : -10%	x	14%
- CCNC(=O)NC1(C(=O)N2CCC(Cc3ccccc3)CC2)CCCCC1
 : -6%	4%	0%
- COc1ccc(Cl)cc1C(=O)OCC(=O)N(CC(C)C)c1c(N)n(Cc2ccccc2)c(=O)[nH]c1=O
 : -2%	2%	1%
- O=C(COC(=O)c1c2c(nc3ccccc13)/C(=C\c1cccs1)CCC2)Nc1ccccc1Cl
 : u	-10%	3%
- Cc1c(NS(=O)(=O)c2ccc3[nH]c(=O)[nH]c3c2)c(=O)n(-c2ccccc2)n1C
 : -28%	-14%	7%
- CCOc1cccnc1Sc1ccccc1
 : -8%	x	7%
- CN(C)CCC(c1ccc(Br)cc1)c1ccccn1 (configuration not stated)
 : -29%&-21%&-5%&-14%	3%&-5%&-5%&-4%	20%&-8%&15%
- CCCc1nc2nc(C)c(NS(=O)(=O)c3ccc(C)c(C)c3)c(=O)n2[nH]1
 : 0%&9%	x	19%
- CCS(=O)(=O)N1Cc2ccccc2CC1C(=O)Nc1nccs1 (configuration not stated)
 : 15%	12%	-2%
- C=CCNc1nnc(Cl)c2ccccc12
 : -2%	5%	5%
- CCOc1ncccc1C(=O)OCC(=O)Nc1c(C)cccc1C
 : -18%	13%	0%
- Cc1ccc(NC(=O)CN2C(=O)NC(C)(C)C2=O)cc1S(=O)(=O)N1CCCCCC1
 : -9%	-5%	14%
- CC(C)CCNc1nc2c(c(=O)[nH]c(=O)n2C)n1CC(O)COC(C)C (configuration not stated)
 : -11%	-7%	4%
- Cc1c(CNC2CCCCCC2)c(C(=O)O)c(C)n1Cc1ccc(F)cc1
 : 5%	x	-1%
- CCn1nc(C)c(NC(=O)/C=C/c2cnn(C)c2C)c1C
 : -1%	-25%	8%
- CC(=O)Nc1ccc(NC(=O)C2c3ccccc3Oc3ccccc32)cc1
 : 14%	6%	1%
- CCOc1ccc(Nc2ncnc3onc(-c4ccc(Cl)cc4)c23)cc1
 : u	x	-1%
- CC(NC(=O)COc1ccccc1)C(c1ccccc1)N1CCN(C)CC1 (configuration not stated)
 : u	9%	-4%
- CCCn1ccc2c(OCC(=O)NCc3ccccc3Cl)cccc2c1=O
 : u	x	3%
- CCCN(CC(=O)Nc1ccccc1C)C(=O)COc1ccc2c(c1)CCC2
 : 4%	0%	-11%
- COc1cc2ncnc(Nc3ccc4c(c3)OCO4)c2cc1OC
 : -24%	2%	-9%
- Cc1[nH]c2ccccc2c1/C=N/Nc1nc(Nc2ccc(F)cc2)nc(N2CCOCC2)n1
 : -21%	11%	2%
- Cc1nn(C(C)CC(=O)O)c(C)c1C (configuration not stated)
 : 1%	-6%	-5%
- O=C(Nc1cccc(Cl)c1)c1nc[nH]c1C(=O)NCCCNC(=O)c1[nH]cnc1C(=O)Nc1cccc(Cl)c1
 : -29%	x	13%
- COC(=O)c1c(NC(=O)C2CC=CCC2C(=O)O)sc(C(N)=O)c1C (configuration not stated)
 : 0%	1%	0%
- CCOc1ccccc1CNCc1cccn1-c1nnc(N2CCN(c3ccccc3)CC2)s1
 : 5.8µM*	x	4%
- CCn1c(=O)n(CC(=O)NCC2CCCO2)c(=O)c2c3c(sc21)COC(C)(C)C3 (configuration not stated)
 : 4%	1%	16%
- COc1cccc(NC(=O)c2cncs2)c1
 : -7%	-7%	7%
- CC[C@@H]1C=C(C(=O)O)[C@H](c2ccc(Cl)cc2)N1S(=O)(=O)c1ccc(C)cc1
 : 5%	x	5%
- O=C(Nc1ccccc1-c1cn2c(CN3CCNCC3)csc2n1)c1cnc2ccccc2n1
 : 3.5µM*	x	28µM*
- COc1cc(/C=N/NC(=O)c2cc(-c3ccccc3OC(C)C)nc3ccccc23)ccc1O
 : u	-10%	-5%
- Cn1c(NC(=O)CCc2ccccc2)cc(=O)n(C)c1=O
 : -29%	6%	12%
- CCOC(=O)c1c(C)[nH]c(C)c1C(=O)COC(=O)CCOc1ccccc1OC
 : 12%	-4%	-14%
- O=S(c1ccccc1)C(c1ccccc1)c1ccccc1 (configuration not stated)
 : u	x	7%
- CC(=O)c1ccc(N(C(=O)CNC(=O)c2ccco2)C(C(=O)NC2CCCC2)c2ccncc2)cc1 (configuration not stated)
 : 4%	-1%	-9%

Next section; the last two above are carried over.
Every second line gives: TDP1 cell CPT	N370S GC mod	FEN1 inhibitor
- O=S(c1ccccc1)C(c1ccccc1)c1ccccc1 (configuration not stated)
 : u	x	7%
- CC(=O)c1ccc(N(C(=O)CNC(=O)c2ccco2)C(C(=O)NC2CCCC2)c2ccncc2)cc1 (configuration not stated)
 : 4%	-1%	-9%
- COc1ccc(CC2NCCC3(O)CCCCC23)cc1 (configuration not stated)
 : -3%	4%	4%
- CCOc1ccc(N=C(C)C2=C(O)c3ccccc3C2=O)cc1
 : 22%	-6%	0%
- COCCNC(=O)c1cc2c(Cl)nc3ccc(C)cc3c2s1
 : u	x	-12%
- O=c1[nH]c(-[n+]2ccccc2)c(/C=N/NC([S-])=Nc2ccccc2)s1
 : 9%	-4%	-2%
- COc1ccccc1N=NC1C(=O)N(C(N)=S)N=C1C (configuration not stated)
 : -10%	-6%	4%
- OC(COCCC12CC3CC(CC(C3)C1)C2)CN1CCCC1 (configuration not stated)
 : 18µM*	-8%	20%
- O=C(Nc1nc(-c2cc(Cl)sc2Cl)cs1)c1ccc(Br)s1
 : 18µM*	3%	1%
- COc1ccc(CNC(=O)C2CCCN(S(=O)(=O)c3ccc4c(c3)CCCN4C(C)=O)C2)cc1 (configuration not stated)
 : 15µM*	-2%	16%&-5%
- CCOc1ccc(Br)cc1S(=O)(=O)Nc1ccccc1N1CCOCC1
 : u	8%[2.35 µM]	-18%
- Cc1ccc(C(=O)c2oc3ccccc3c2NC(=O)c2cc(-c3cc(C)ccc3O)n[nH]2)cc1
 : 16µM*	-6%	-13%
- O=C(CCc1nc2sc3c(c2c(=O)[nH]1)CCCC3)NCCc1ccccc1
 : u	-4%	0%
- COc1ccc(C2=NN(C(=O)CN3CCCC3)C(c3ccc(OC)cc3)C2)cc1 (configuration not stated)
 : -13%	-7%	-1%
- O=C(NC(=S)Nc1ccc(Oc2ccc(Cl)cc2)cc1)c1ccccc1
 : u	17%	-20%
- CN(Cc1ccco1)S(=O)(=O)c1cc(F)ccc1CN1C(=O)c2cccnc2C1=O
 : -4%	-4%	-1%
- CN(Cc1ccc(C(F)(F)F)cc1)C(=O)c1ccc(Oc2ccccc2)cc1
 : -25%	0%	-8%
- CCn1c(NCc2c[nH]c3ccccc23)nc2ccccc21
 : u	x	-15%
- COc1ccc(-c2nc(CCNC(=O)c3ccc(Br)o3)cs2)cc1
 : u	2%	-13%&3%
- CC(=O)c1cccc(NC(=O)c2ccc(OC3CSC3)cc2)c1
 : u	-1%	-13%
- CN(C)c1ccc(C(c2ccc(N(C)C)cc2)c2ccc([N+](=O)[O-])cc2)cc1
 : u	-17%	0%
- O=Cc1c(N2CCC3(CC2)OCCO3)nc2ccccn2c1=O
 : -17%	-6%	-12%
- N#C/C(=C\c1cccnc1)c1nc2ccccc2[nH]1
 : u	-1%	2%
- Cc1ccc(CNS(=O)(=O)c2cc(Br)cc3c2N(C(=O)C2CC2)CC3)cc1
 : -10%	x	-6%

Only part of the results is shown; rates above refer to the full screens.
